High-throughput results from PubChem BioAssay.
TDP1 inh = TDP1 (human) enzyme inhibition. 0.28% of 350,000 active. Q9NUW8. AID 485290. Potency, µM (doses to about 130 µM), inactives show top-dose activity change, negative = inhibition, usual class: inhibitors. recombinant TDP1, AlphaScreen DNA substrate cleavage; also: nearly all actives have a fitted effect of over 40% in size
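AlphaScreen read-out: signal falls as enzyme removes the 3' tyrosine-FITC from a 5'-biotinylated DNA oligo (15 nM, 5 min, RT). Enzyme was E. coli-made recombinant Tdp1 at 1 nM, exposed to compound for 15 min beforehand; beads 10 ug/ml, 10 min.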
TDP1 cell noCPT = qHTS for Inhibitors of human tyrosyl-DNA phosphodiesterase 1 (TDP1): qHTS in cells in absence of CPT; DT40 Tdp1-/- hTDP1 cells, no CPT, ATP luminescence, 48 h; Potency, µM (highest dose often 46.2 µM), without a hit: top-dose activity change, negative = growth inhibition, actives largely listed as inhibitors; 15% of 420,000 active; AID 686978, 2013; also: nearly all actives have a fitted effect of over 55% in size
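Growth kinetics read by CellTiter-Glo luminescence after ≥48 hr at 37 °C. Cells: DT40 Tdp1-/- stably carrying human TDP1, 400 per well, compound exposure in the absence of CPT (DMSO vehicle).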
GCN5L2 inh = GCN5L2 (KAT2A) acetyltransferase inhibition; Q92830; GCN5L2 HAT assay, ThioGlo1 CoA-SH fluorescence; Potency, µM (titrated, usually from 58.9 µM), without a hit: at the highest dose activity change, negative = inhibition, usual class: inhibitors; 0.21% of 390,000 active
Target sequence (Q92830 whole entry, looked up): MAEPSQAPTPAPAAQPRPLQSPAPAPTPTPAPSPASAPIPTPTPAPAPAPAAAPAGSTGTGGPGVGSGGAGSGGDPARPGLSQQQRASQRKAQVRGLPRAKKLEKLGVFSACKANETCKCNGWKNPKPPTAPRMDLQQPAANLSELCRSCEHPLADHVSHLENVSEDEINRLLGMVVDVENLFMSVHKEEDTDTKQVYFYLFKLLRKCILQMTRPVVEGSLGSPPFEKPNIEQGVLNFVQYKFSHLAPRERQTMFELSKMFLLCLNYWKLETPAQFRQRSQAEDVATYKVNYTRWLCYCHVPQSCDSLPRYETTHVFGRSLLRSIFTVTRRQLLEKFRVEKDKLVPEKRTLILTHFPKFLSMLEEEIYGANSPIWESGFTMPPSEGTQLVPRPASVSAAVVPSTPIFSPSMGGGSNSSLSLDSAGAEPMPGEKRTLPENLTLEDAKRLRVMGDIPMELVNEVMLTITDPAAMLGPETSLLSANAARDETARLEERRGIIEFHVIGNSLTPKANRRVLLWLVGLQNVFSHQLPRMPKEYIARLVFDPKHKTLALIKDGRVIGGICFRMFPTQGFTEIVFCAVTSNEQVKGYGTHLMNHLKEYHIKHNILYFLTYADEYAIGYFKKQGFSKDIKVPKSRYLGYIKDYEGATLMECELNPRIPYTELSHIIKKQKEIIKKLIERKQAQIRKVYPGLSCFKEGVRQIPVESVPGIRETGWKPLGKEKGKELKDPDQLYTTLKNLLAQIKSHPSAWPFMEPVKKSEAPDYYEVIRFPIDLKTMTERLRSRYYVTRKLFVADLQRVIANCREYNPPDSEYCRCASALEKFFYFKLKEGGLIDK
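Enzyme at 20nM final was mixed with library compounds for 15 min at room temperature. Peptide H3(1-25) at 75uM, acetyl-CoA at 70uM and ThioGlo1 at 50uM were then added. Plates were read immediately and after 20 min (Ex340nm/Em540nm).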
* marks the source's active call; other numbers are inactive results; ? = inconclusive; · = no result given; & = joins results of further samples; [ ] = dose if it differs, or a comment. Calls follow the shape of the dose curve; as a rule, active = well fitted curve in the direction sought with a large enough effect; inconclusive = small, poorly fitted or top-dose-only effect, or another doubt; inactive = no such curve, though single readings can be large; an effect the other way counts as inactive or inconclusive. % is scaled to controls: 0 for no effect and ±100 for the full control effect; potency is read from the fitted curve at half-maximal effect. These rows are one share of the data. The share of hits here may be higher or lower than overall.

SMILES	TDP1 inh	TDP1 cell noCPT	GCN5L2 inh
COc1ccc(S(=O)(=O)N(C)CC(=O)NCCc2ccccc2)cc1OC	·	1%	-15%
CCN(C(=O)COC(=O)CNS(=O)(=O)c1ccc2ccccc2c1)C1CCCCC1	·	-28%	4%
COc1ccc(NS(=O)(=O)c2cccc(C(=O)N3CCCCCC3)c2)cc1	0%	-20%	-4%
O=C(/C=N/O)Nc1ccc2sc3ccccc3c2c1	6%	?	0%
Cc1ccc(CC2C(=O)N(c3nc(C)cc(C)n3)C(=O)C2C)cc1 (stereo unspecified)	4%	-20%	-1%
O=C(CSc1nc2ccccc2o1)NCc1ccc2c(c1)OCO2	9%	?	0%
Cc1ccccc1CN1C(=O)c2ccccc2S(=O)c2ccc(C(=O)NCc3ccco3)cc21 (stereo unspecified)	1%	?	-2%
O=C(O)c1cc(-c2ccc(N3CCOCC3)cc2)nn1-c1ccc(F)cc1F	8%	-6%	-7%
COc1ccc(NC(=O)C2CCN(S(=O)(=O)c3ccc(C)cc3)CC2)cc1OC	0%	1%	-4%
CSc1nc2ccc(Nc3nc(N4CCOCC4)nc(N4CCOCC4)n3)cc2s1	3%	16µM*	-2%
NC(=O)c1c(NC(=O)CS(=O)(=O)c2ccc(Cl)cc2)sc2c1CCCCC2	5%	16µM*	-13%
O=C1O[C@H](CN2CCOCC2)CN1/N=C\c1ccc([N+](=O)[O-])o1	11%[21 µM]	·	6%[21.4 µM]
COc1ccc(C(=O)N(C(C)C)C(C)C)c(OC)c1	2%	1%	-12%
CC1CCc2c(sc3nn[nH]c(=O)c23)C1 (stereo unspecified)	-5%	-22%	-2%
CC(C)(CNC(=O)c1cccc(NS(=O)(=O)c2ccc(Br)cc2)c1)N1CCOCC1	4%	?	-19%
Cc1ccc(C)c(NC(=O)COC(=O)c2ccc(S(=O)(=O)N3CCCCC3)cc2)c1	-2%	-9%	3%
Cc1cccc(Nc2nc(NCc3ccco3)nc(N3CCOCC3)n2)c1	12%	?	-4%
CCSc1nnc(NC(=O)c2ccc3c(c2)OCO3)s1	3%	-1%	-6%
Cc1ccc2nc(NCc3ccccc3Cl)c3nnnn3c2c1	5%	10µM*	-5%
CC(/C=N/NC(=O)c1nnn(-c2nonc2N)c1C(C)C)=C\c1ccco1	-3%	?	-11%
CCOC(=O)N1CCN(Cc2nc(N)nc(Nc3ccc(Cl)cc3)n2)CC1	9%	?	-6%
CCOC(=O)c1c(C)oc2c1c(C(c1cccnc1)N1CCN(C)CC1)c(O)c1ccccc12 (stereo unspecified)	9%	·	-7%
O=C(CNC(=O)c1ccc(Cl)cc1Cl)OCC(=O)N1CCCC1	0%	10%	-8%
COc1ccc(OC)c(-c2noc(N3CCN(c4ccc(Cl)cc4)CC3)n2)c1	10%	15µM*	-8%
Cn1c(SCC(=O)C(C)(C)C)nnc1-c1ccccn1	1%	27%	-5%
Cn1c(=O)n(C)c2cc(N3CCOCC3)c(NS(=O)(=O)c3ccc(Br)cc3)cc21	-4%[12.3 µM]	?	-9%
Cc1c(C(=O)Nc2ccc(S(=O)(=O)Nc3ncccn3)cc2)oc2ccccc12	-21%	15%	-9%
CCCc1c(C(=O)Nc2ccc(F)cc2F)cnn1-c1ccccc1	3%	?	-5%
Cc1ccc2c(c1)c1c3n2CCN(CC(N)=O)C3CCC1 (stereo unspecified)	·	?	-11%
Cc1ccc(NC(=O)CN2C(=O)NC(C)(c3ccc(Cl)cc3)C2=O)c(Br)c1 (stereo unspecified)	2%	-23%	-6%
COCCNC(=S)NN=C1CCC(c2ccccc2)CC1 (stereo unspecified)	9%	5.2µM*	-11%
Cc1ccc(-n2nc3c(=O)n(CC(=O)NCCc4ccc(Cl)cc4)nc(C)c3c2C)cc1	-18%	?	1%
O=C(O)c1ccc(C(=O)c2ccc3c(c2)C(=O)N(Cc2ccco2)C3=O)cc1	·	4%	0%
CCC1(c2ccccc2)NC(=O)N(CC(=O)Nc2cc(Cl)ccc2N2CCN(C)CC2)C1=O (stereo unspecified)	1%	?	0%
CCN(CC)S(=O)(=O)c1ccc(C(=O)NCCc2cc3c(OC)ccc(OC)c3[nH]c2=O)cc1	6%	16µM*	-3%
Cc1ccc(N(C(=O)c2csnn2)C(C(=O)NC(C)(C)C)c2ccccn2)cc1 (stereo unspecified)	4%	-28%	-1%
CCC1CCCCN1CCCNC(=O)CS(=O)Cc1nc(-c2ccc(OC)c(OC)c2)oc1C (stereo unspecified)	4%	-4%	-4%
CCN(CC)CCOc1ccc(-c2nc3cc(Cl)ccc3s2)cc1	3%	4.7µM*	-3%
N#Cc1ccc(C(=O)OCC(=O)NC(=O)NCc2ccccc2)cc1	0%	5%	2%
CC1CCCC(C)N1S(=O)(=O)c1ccc(Cl)cc1 (stereo unspecified)	0%	?	0%
Cc1c(C(=O)NCc2ccc3c(c2)OCO3)sc2nc(-c3ccc(F)cc3)cn12	2%	16µM*	-18%
CCC(C)N(CCNC(=O)CC1Oc2ccccc2NC1=O)C1CCCCC1 (stereo unspecified)	-1%	-19%	-1%
O=C(Nc1cccnc1)c1cc(S(=O)(=O)N2CCCCC2)c(Cl)cc1Cl	1%[0.0935 µM]	-6%	2%
CSCC(=O)N1CCC(Oc2cccc(C(=O)NCc3ccccn3)c2)CC1	0%	-10%	-6%
CCC(=O)N1N=C(c2c(-c3ccccc3)c3cc(Cl)ccc3[nH]c2=O)CC1c1ccco1 (stereo unspecified)	5%	23µM*	0%
O=C(CCC1CCCN(C(=O)c2ccccc2Cl)C1)N1CCN(c2ccccn2)CC1 (stereo unspecified)	7%	-26%	-11%
COc1ccccc1OCCCCNCCO	-5%	-7%	-2%
CCOc1cccc(-c2c(C(=O)N/N=C/c3c(F)cccc3Cl)nnn2-c2nonc2N)c1	1%	10%	-22%
COc1cc(OC)c(NC(=O)c2nn(-c3ccc(C)cc3)c(=O)c3c2c2ccccc2n3C)cc1Cl	0%	-1%	2%
COc1ccc(C(O)Cn2c(=N)n(CCCN(C)C)c3ccccc32)cc1 (stereo unspecified)	2%	?	-5%
O=C(CCCOC(=O)c1ccc(O)cc1O)c1ccc(F)cc1	-10%[0.505 µM]	?	-3%
C=CCNS(=O)(=O)c1ccc(N2C(=O)c3ccccc3C2=O)cc1	-5%	0%	-4%
CCN(CC)C(=O)Cn1c(SCC(=O)Nc2ccc(F)cc2)nc2ccccc21	-1%	?	14%
CN(C)c1ccc(/C=N/NC(=O)c2ccc3c(c2)OCCO3)cc1	7%	-15%	-13%
CC(C)CCNC(=O)c1c2c(nc3ccccc13)C(=O)N(C1CCCCC1)C2	7%	?	22%
CNc1cc(CSC)nc(SCc2ccc(Cl)c(Cl)c2)n1	-4%	-21%	-1%
CC(=O)n1cc(-c2ccncc2)c2ccccc21	3%	?	-1%
CC1CCc2nc(NC(=O)CN3CCOCC3)sc2C1 (stereo unspecified)	6%	-20%	-1%
O=C(Nn1cnnc1)c1cc(Br)ccc1Cl	·	8%	-7%
N#Cc1ccc(CNC(=O)N2CCOCC2)cc1	·	13%	-12%

The list goes on.
SMILES	TDP1 inh	TDP1 cell noCPT	GCN5L2 inh
O=c1c2ccccc2n2c(-c3ccccc3O)nnc2n1Cc1ccc(F)cc1	-3%	-11%	-2%
COCCCNC(=S)NNC(=S)Nc1cccc(Cl)c1	10%	?	-14%
CC1CCC(C(C)C)[C@H](OC(=O)c2ccccc2)C1 (stereo partly specified)	-5%[56.1 µM]	17%	-1%
Cc1c(-c2ccccc2)c(=O)oc2ccc(O)cc12	2%	?	-2%
CN1C(=O)N(CN2CCCCC2)C2C1N(C)C(=O)N2CN1CCCCC1 (stereo unspecified)	2%	?	-4%
COc1cccc(-c2nc(C(N)=O)c3c(n2)n(-c2ccc4c(c2)OCO4)c(=O)n3C)c1OC	5%	·	-3%
CN(C)c1ccccc1C(=O)N1CCC(n2nccc2NC(=O)C2CC2)CC1	6%	0%	3%
CC(=O)C1=C(S(=O)(=O)c2ccc(C)cc2)CS(=O)(=O)C1	0%	4.6µM*	2%
Cc1onc(-c2ccccc2)c1C(=O)O/N=C(\N)c1ccc([N+](=O)[O-])o1	6%	15µM*	1%
COc1ccc(CCNC(=O)c2nonc2N)cc1	0%	-10%	3%
CCCCC(=O)N(c1ccc(OC)cc1)C1C=CS(=O)(=O)C1 (stereo unspecified)	2%	-9%	-1%
CC(C)NCC(O)COc1c(F)cc(Br)cc1F (stereo unspecified)	1%	-18%	8%
COCCNC(=O)C(NC(=O)C1CCCCC1)C12CC3CC(CC(C3)C1)C2 (stereo unspecified)	5%	-5%	-10%
CC(C)N(Cc1nccn1C)C(=O)CC1C(=O)NCCN1Cc1ccc(F)cc1 (stereo unspecified)	5%	19%	-23%
Cc1cccc(N2CCN(C(=O)C3CCCCC3)CC2)c1C	4%	18µM*	2%

Quoted at random: 2 compounds from above
SMILES	TDP1 inh	TDP1 cell noCPT	GCN5L2 inh
CC(=O)C1=C(S(=O)(=O)c2ccc(C)cc2)CS(=O)(=O)C1	0%	4.6µM*	2%
CC(C)N(Cc1nccn1C)C(=O)CC1C(=O)NCCN1Cc1ccc(F)cc1 (stereo unspecified)	5%	19%	-23%

(further entries)
SMILES	TDP1 inh	TDP1 cell noCPT	GCN5L2 inh
O=C1OC(Cc2ccccn2)C(O)=C1C1=NCCCCN1 (stereo unspecified)	8%	2%	1%
CC(C)N1C(=O)N(c2ccc(Cl)cc2)C(C)(O)CC1(C)C (stereo unspecified)	·	5%	17%
O=C(/C=C/c1ccccc1[N+](=O)[O-])NCCc1ccc(F)cc1	5%	?	-2%
CCCC(=O)N(c1ccc2oc(=O)sc2c1)S(=O)(=O)c1cccs1	8%	?	-6%
Cc1ccc(C2=NC3(CCCCC3)NC2=S)cc1	0%	-7%	1%
O=C(CNC(=O)c1ccccc1F)c1ccc(Br)cc1	·	9%	-2%
CCN1CCN(Cc2cccc(Oc3ccccc3)c2)CC1	·	-15%	-3%
Cc1ccc(OCC(=O)Nc2ccc(NC(=O)c3ccccc3)c(C)c2)cc1	0%	-9%	-1%
CN(CC(=O)Nc1ccc(Cl)cc1)C(=O)c1cccc(S(=O)(=O)NCc2ccccc2)c1	-4%	?	-6%
O=C(Nn1cnnc1)c1ccncc1	1%	-2%	-7%
Cc1ccc(S(=O)(=O)Nc2ccc3c(c2)n(C)c(=O)n3C)c(C)c1	-2%	21µM*	-6%
Fc1cccc2sc(Nc3nnc(-c4ccco4)o3)nc12	-3%	23µM*	?
O=C(NC1CCCCCC1)c1nc2ncccn2n1	0%	-4%	-1%
COc1ccc(C(=O)c2cc(C(C)=O)c(Nc3ccccc3)s2)cc1	·	26µM*	-10%
CCCCN1C2=C(C(=O)CC(C)(C)C2)C(c2ccccc2)C2=C1c1ccccc1C2=O (stereo unspecified)	4%	16µM*	-15%
O=[N+]([O-])c1ccc(O)c(P(=O)(c2ccccc2)c2ccccc2)c1	·	-1%	-3%
COc1ccc(C(=O)NCCSc2c[nH]c3ccccc23)cc1OC	6%	21µM*	-9%
COc1ccc(S(=O)Cc2ccc(C(=O)N3CCN(c4cccc(C)c4C)CC3)o2)cc1 (stereo unspecified)	2%&5%	0.92µM*	-3%&-3%
O=C(C1=C[C@@H](C2CC2)C[C@@H](OCc2ccc(CO)cc2)O1)N1CCN(Cc2ccc3c(c2)OCO3)CC1	3%	21µM*	-1%

Among those listed so far, these contain fluorine:
SMILES	TDP1 inh	TDP1 cell noCPT	GCN5L2 inh
O=C(O)c1cc(-c2ccc(N3CCOCC3)cc2)nn1-c1ccc(F)cc1F	8%	-6%	-7%
CCCc1c(C(=O)Nc2ccc(F)cc2F)cnn1-c1ccccc1	3%	?	-5%
Cc1c(C(=O)NCc2ccc3c(c2)OCO3)sc2nc(-c3ccc(F)cc3)cn12	2%	16µM*	-18%
CCOc1cccc(-c2c(C(=O)N/N=C/c3c(F)cccc3Cl)nnn2-c2nonc2N)c1	1%	10%	-22%
O=C(CCCOC(=O)c1ccc(O)cc1O)c1ccc(F)cc1	-10%[0.505 µM]	?	-3%
CCN(CC)C(=O)Cn1c(SCC(=O)Nc2ccc(F)cc2)nc2ccccc21	-1%	?	14%
O=c1c2ccccc2n2c(-c3ccccc3O)nnc2n1Cc1ccc(F)cc1	-3%	-11%	-2%
CC(C)NCC(O)COc1c(F)cc(Br)cc1F (stereo unspecified)	1%	-18%	8%
CC(C)N(Cc1nccn1C)C(=O)CC1C(=O)NCCN1Cc1ccc(F)cc1 (stereo unspecified)	5%	19%	-23%
O=C(/C=C/c1ccccc1[N+](=O)[O-])NCCc1ccc(F)cc1	5%	?	-2%
O=C(CNC(=O)c1ccccc1F)c1ccc(Br)cc1	·	9%	-2%
Fc1cccc2sc(Nc3nnc(-c4ccco4)o3)nc12	-3%	23µM*	?
